TCR CD3 inh – blocks the human TCR-CD3 interaction | TAMRA-labeled TCR probe fluorescence, biochemical | inhibition, % at 9.4 µM | 0.37% of 360,000 active | AID 651800; in the data active = inhibition above about 19%;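 note: recombinant mutant TCR 2C K166C tagged with TAMRA read by polarization; 0% = receptor in buffer alone and 100% = receptor with positive control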
NPR2 activator – GC-B (human) receptor activation | HEK293-GC-B cells, CNP EC30, cGMP TR-FRET; 0% at EC30 CNP, 100% saturating CNP | 0.11% of 370,000 active | P20594 | activation, % at 10 µM;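 active = activation at 10 µM reaching about 35% in either raw or pattern-adjusted values, limit read from the data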
mABHD4 FP – inhibitors of mouse ABHD4 | inhibition, % at 8.92 µM | 0.54% of 370,000 active | purified mABHD4, FP-Rh probe fluorescence polarization | AID 720543 | Q8VD66;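 active = inhibition exceeding the mean over every tested compound plus 3 SD, cut at about 30% in these data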;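 note: 0% = plate median of compound wells and 100% = S159A mutant with DMSO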
Target sequence (Q8VD66 whole entry, looked up): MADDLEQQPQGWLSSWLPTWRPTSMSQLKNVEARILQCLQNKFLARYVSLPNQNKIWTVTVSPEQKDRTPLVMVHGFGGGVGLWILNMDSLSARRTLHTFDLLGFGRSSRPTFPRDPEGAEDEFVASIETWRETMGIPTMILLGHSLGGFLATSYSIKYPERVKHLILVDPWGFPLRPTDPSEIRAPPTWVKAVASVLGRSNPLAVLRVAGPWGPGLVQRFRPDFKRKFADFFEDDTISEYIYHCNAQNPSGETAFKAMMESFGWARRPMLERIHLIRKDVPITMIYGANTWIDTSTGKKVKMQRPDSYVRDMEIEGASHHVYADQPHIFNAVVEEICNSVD
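Doses – 8.92 µM, single dose · Material – wild-type mouse ABHD4 protein · Replication – single well per compound (singlicate) · Measure – percent inhibition of probe binding, normalized to plate controls · Schedule – 45 min compound pre-incubation plus 60 min probe step, 25 °C · Detection – fluorescence polarization with parallel and perpendicular emission, 525/598 nm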
MBD2 DNA inh – inhibitors of human MBD2 binding to methylated oligonucleotide; inhibition, % at 4.4 µM; Q9UBB5; 0.31% of 370,000 active; TR-FRET; in the data active = inhibition above about 13%
Target sequence (Q9UBB5 whole entry, looked up): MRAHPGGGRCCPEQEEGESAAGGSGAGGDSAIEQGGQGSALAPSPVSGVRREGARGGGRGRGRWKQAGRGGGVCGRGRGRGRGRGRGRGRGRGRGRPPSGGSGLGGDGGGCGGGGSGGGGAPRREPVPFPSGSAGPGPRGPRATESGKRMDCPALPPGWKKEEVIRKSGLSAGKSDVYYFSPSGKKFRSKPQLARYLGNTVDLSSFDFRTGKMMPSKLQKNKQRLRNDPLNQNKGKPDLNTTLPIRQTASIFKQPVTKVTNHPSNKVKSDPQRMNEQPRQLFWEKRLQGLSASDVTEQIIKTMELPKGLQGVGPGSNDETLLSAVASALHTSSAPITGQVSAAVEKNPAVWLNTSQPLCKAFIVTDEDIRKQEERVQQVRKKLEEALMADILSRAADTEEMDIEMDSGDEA
SIAE primary – inhibitors of human sialic acid acetylesterase SIAE; inhibition, % at 9.66 µM; 0.69% of 370,000 active; SIAE FP-Rh probe binding, fluorescence polarization; AID 1053197;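 active = inhibition above a cutoff: mean of compounds within the control limits plus 3 SD of those, cut at about 17% in these data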;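 note: 0% = plate median of compound wells and 100% = probe without SIAE protein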
PRMT1 inh – blocks human protein arginine methyltransferase 1; inhibition, % at 2.79 µM; 1.3% of 370,000 active; recombinant PRMT1, activity-based probe fluorescence polarization;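 active = inhibition above about 21% made by adding two undisclosed values, limit read from the data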
LEDGF integ inh – blocks HIV-1 LEDGF/p75-dependent DNA integration. inhibition, % at 3.7 µM. TR-FRET IN-LEDGF/p75 DNA integration, Eu/Cy5. 0.64% of 370,000 active;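 active = inhibition above the screen-wide mean plus 3 SD, cut at about 13% in these data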;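 note: signal is the Cy5 over europium emission ratio at 671 and 618 nm; 0% = plate median of compound wells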
TDP2 absorb – blocks human TDP2 phosphodiesterase activity | O95551 | recombinant TDP2, T5PNP hydrolysis, p-nitrophenol absorbance 415 nm | inhibition, % at 12.8 µM | 0.34% of 370,000 active;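 active = inhibition above the mean of all tested compounds plus 3 SD, set per campaign, cut at about 25% in these data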;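 note: 0% = DMSO with enzyme and 100% = buffer with substrate but no TDP2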
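Test system: human TDP2 enzyme; Input: 120 nM TDP2 per well; Buffer or medium: Mg2+-containing Tris-HCl buffer, pH 7.5; Reagent: 5 mM T5PNP; Dosing: 12.8 µM single point, 1% DMSO; Incubation: reaction 2 h, 37 °C; Detection: p-Nitrophenol epi absorbance; Read-out: % inhibition relative to enzyme-containing and enzyme-free wells; Replicates: single well per compound.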
rCAG binder – binds r(CAG) RNA repeats | r(CAG) RNA repeat, TO-PRO-1 dye displacement fluorescence | inhibition, % at 3 µM | 1.3% of 370,000 active;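 active = inhibition above the plate cutoff, the mean of all test compounds on that plate plus 3 SD, cut at about 35% in these data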;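 note: 0% = DMSO alone and 100% = 100 µM mitoxantrone as full dye displacement; higher means more dye released from RNA so lower well fluorescence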
HTRA1 inh – HTRA1 (human) protease inhibition. Q92743. recombinant HTRA1, FP-rhodamine activity-based probe, fluorescence polarization. inhibition, % at 5.96 µM. 0.5% of 340,000 active; in the data active = inhibition above about 36%;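 note: 0% = enzyme with DMSO and 100% = wells lacking enzyme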
* = called active by the depositor; . = not tested or not shown. Some of the compounds tested; count on the stated rates, not on these rows.

SMILES	TCR CD3 inh	NPR2 activator	mABHD4 FP	MBD2 DNA inh	SIAE primary	PRMT1 inh	LEDGF integ inh	TDP2 absorb	rCAG binder	HTRA1 inh
O=C(NCc1ccccc1)c1csc2c1CCCC2	0	1	-2	3	-2	0	2	10	1	-8
O=C(Nc1nccs1)c1cccnc1	7	-5	3	1	-4	1	-7	4	-1	6
O=C(CN1CCN(CC(=O)Nc2ccccc2Cl)CC1)NCC1(N2CCCCC2)CCCCC1	3	6	1	0	-8	0	1	-5	-1	-4
COCCN1C[C@@H](CO)O[C@@H](n2cnc3c(NC4CC4)ncnc32)C1	-2	6	6	2	4	-1	2	-4	4	.
CCC1(C)CC(CCNS(=O)(=O)c2ccc(C)cc2)(c2ccc(C)cc2)CCO1 (stereo unspecified)	-2	-12	5	-4	-8	1	-2	-9	-3	-32
O=C(NCc1ccc2c(c1)OCO2)c1ccc(Br)s1	-9	-1	-4	4	-2	5	-5	-8	-4	-10
CS(=O)(=O)NCCCNc1ccc(C(F)(F)F)cc1[N+](=O)[O-]	-7	1	6	0	-3	3	-4	-2	-3	6
C[C@H]1CN([C@@H](C)CO)C(=O)CCCn2nncc2CO[C@H]1CN(C)S(=O)(=O)c1ccc(Oc2ccccc2)cc1	-6	5	2	-2	3	5	2	2	6	6
CCN(c1ccc(NC(=O)c2ccc(Cl)nc2)cc1)C(C)C	6	-2	2	-6	13	-3	5	8	-1	-5
CSc1ccccc1C(=O)C1CCCN(C(=O)c2cccc(Cn3cccn3)c2)C1 (stereo unspecified)	2	1	0	-8	0	-2	4	-6	2	-3
O=C(c1ccc(S(=O)(=O)N2CCCCC2)cc1)N1CCCC(C(F)(F)F)C1 (stereo unspecified)	-1	1	3	1	2	-2	3	0	-1	2
COC(=O)C1=CCCCC(O)=C1C(=O)OC	-2	0	4	-2	2	1	-6	2	1	2
CC(C)(C)c1ccc(C(=O)Nn2cnnc2)cc1	3	0	3	-6	3	1	-4	-10	2	-4
O=c1c2ccccc2oc2cc(C#Cc3ccccn3)ccc12	-7	-1	-10	6	-7	3	-1	2	9	4
Cc1ccc(NC(=O)CS(=O)CC(=O)N2CCN(C3CCCC3)CC2)cc1 (stereo unspecified)	9	7	-3	4	5	10	10	-11	0	4
COc1ccc(-c2cnn3c(N)c(S(=O)(=O)C(C)(C)C)cnc23)cc1	4	-4	-3	-10	-1	1	4	-2	9	2
Nc1nc(NC(=O)c2ccco2)nn1-c1ccccc1	-3	7	6	3	5	-2	1	1	-1	6
CC(C)C(=O)N1CCC(n2nccc2NC(=O)CCc2ccccc2)CC1	6	1	2	4	3	-2	2	0	-2	-5
COc1ccc(-n2c(SCC(=O)Nc3cc(C)on3)nc3c(c2=O)SC(C)C3)cc1 (stereo unspecified)	-8	-4	2	2	0	4	2	6	5	-14
COc1ccc(NC(=O)CNC(=O)Cc2ccccc2)cc1OC	2	-6	-2	-1	3	-2	-2	-2	3	0
CSc1nc(C)cc(Oc2ccc(=O)[nH]n2)n1	4	-1	0	-1	8	-4	-5	-2	-1	-1
Cn1c(=NC(=O)C2CCCCC2)sc2cc([N+](=O)[O-])ccc21	8	0	2	-4	-1	-2	-2	-1	0	-6
CCOC(=O)c1sc(NC(=O)Cc2ccccc2OC)nc1C	11	3	2	-2	-3	3	2	7	1	-6
Cc1ccc(S(=O)(=O)N2CCCC2C(=O)N2CCc3ccccc3C2)cc1C (stereo unspecified)	.	2	-5	1	0	5	-1	9	2	.
O=C(CC1SCCNC1=O)Nc1ccc(Cl)cc1 (stereo unspecified)	7	-1	-2	5	3	-4	0	-4	-3	6
Further structures follow:
SMILES	TCR CD3 inh	NPR2 activator	mABHD4 FP	MBD2 DNA inh	SIAE primary	PRMT1 inh	LEDGF integ inh	TDP2 absorb	rCAG binder	HTRA1 inh
OC[C@@H]1CN(CCN2CCOCC2)C[C@H](n2cnc3c(NC4CCC4)ncnc32)O1	-8	-3	-19	5	-6	9	-1	-1	1	.
O=C(c1ccc(NS(=O)(=O)c2ccc(F)cc2)cc1)N1CCCCCC1	2	8	7	-1	1	-7	7	-5	6	-5
Cc1ccc(C(=O)NC(C)C2CCCO2)o1 (stereo unspecified)	4	0	3	-3	-4	2	-3	2	0	2
Cc1cc(Cl)c(S(=O)(=O)NCC2CCCO2)cc1OCC(=O)NC1CCCCC1 (stereo unspecified)	1	-6	2	-6	6	-3	-1	6	-3	2
COC(=O)C[C@H]1C=C[C@H](NC(=O)Nc2ccccc2OC)[C@@H](CO)O1	-9	8	-2	2	-1	1	-2	-8	0	.
CC(C)(C)SCCNS(=O)(=O)c1ccccc1	6	-1	-3	5	-2	-1	0	0	-6	-2
CCC(C)NC(=O)CCn1c(=O)c2cccn2c2ccc(F)cc21 (stereo unspecified)	0	4	1	4	6	-2	1	8	-3	3
CC1(Oc2cccnc2Cl)CCN(Cc2ccc(OC(F)(F)F)cc2)C1 (stereo unspecified)	7	1	0	-8	5	0	0	3	-1	.
COc1ccc(C)cc1NC(=O)c1cccc(C(=O)Nc2cc(C)ccc2OC)n1	-1	-2	2	0	-2	0	-3	1	2	-3
CCOc1ccc(NC(=O)CN2CCc3cc4c(cc3C2)OCCCO4)cc1OCC	0	1	3	0	1	1	-3	-10	2	9
CN(CCOc1ccc(Cl)cc1)C(=O)CN1C(=O)NC2(CCCCC2)C1=O	-5	3	-2	6	3	2	-3	-6	-4	0
CCOC(=O)CN1C(=O)[C@]2(OCCC=C[C@H]2C)c2c(Br)cccc21	0	-3	3	0	-8	-1	3	2	0	.
COCCN1C(=O)CCC1(C)c1nnnn1-c1ccc2c(c1)OCCO2 (stereo unspecified)	-4	-2	-3	2	-1	-5	0	0	0	.
COC(=O)CC1=NN(c2ccccc2)C(=O)C1	2	2	20	-1	7	10	0	20	26	6
O=C(COC(=O)c1nc(-c2ccccc2)n(-c2cccc(C(F)(F)F)c2)n1)NCc1cccs1	0	-2	-13	4	-6	2	1	10	-4	-12
CN(Cc1ccco1)C(=O)CN1C(=O)C2(OCCCO2)c2ccccc21	.	-2	-1	-4	6	0	0	4	3	.
C#CCNC(=O)C1=C[C@@H](C)C[C@@H](OCc2ccc(CO)cc2)O1	-3	7	-3	0	-10	0	3	7	0	-3
CCOCC(=O)NC(=O)N1C[C@H]2CON(C)[C@H]2C[C@H]1c1ccc(OC)cc1	.	-1	2	1	-2	0	5	4	2	.
CC(C)C[C@H]1CN(CCCC[C@H]2CNC(=O)C(=O)N2CCc2ccc(O)cc2)C(=O)C(=O)N1Cc1ccccc1	-7	0	0	13*	1	8	10	2	0	.
CCC(C)(C)NC(=O)C(c1ccccn1)N(C(=O)c1csnn1)c1ccc(C)cc1 (stereo unspecified)	-6	-13	-2	-1	4	-2	3	0	-2	-1
CN(C(=O)CN1C(=O)S/C(=C\c2ccccc2F)C1=O)C1CCS(=O)(=O)C1 (stereo unspecified)	-12	-1	0	3	1	3	2	3	-1	0
COCCCN(CC(=O)O)S(=O)(=O)c1cccc(Cl)c1	-3	4	4	4	3	-2	1	-12	-6	5
Cc1cc(C(=O)Nc2ccccc2C(=O)O)c(C)o1	-3	2	2	4	-7	1	-5	5	3	-1
COc1ccc(OCC(=O)N2CC3(C)CC2CC(C)(C)C3)cc1 (stereo unspecified)	-4	4	8	-1	0	-3	4	-3	-1	-4
COc1ccc(C(=O)Nc2ccc(OCc3ccccc3)cc2)cc1[N+](=O)[O-]	-6	-6	3	-2	4	-1	-3	9	-125	1

Of the compounds above, 7 have a Cl atom:
SMILES	TCR CD3 inh	NPR2 activator	mABHD4 FP	MBD2 DNA inh	SIAE primary	PRMT1 inh	LEDGF integ inh	TDP2 absorb	rCAG binder	HTRA1 inh
O=C(CN1CCN(CC(=O)Nc2ccccc2Cl)CC1)NCC1(N2CCCCC2)CCCCC1	3	6	1	0	-8	0	1	-5	-1	-4
CCN(c1ccc(NC(=O)c2ccc(Cl)nc2)cc1)C(C)C	6	-2	2	-6	13	-3	5	8	-1	-5
O=C(CC1SCCNC1=O)Nc1ccc(Cl)cc1 (stereo unspecified)	7	-1	-2	5	3	-4	0	-4	-3	6
Cc1cc(Cl)c(S(=O)(=O)NCC2CCCO2)cc1OCC(=O)NC1CCCCC1 (stereo unspecified)	1	-6	2	-6	6	-3	-1	6	-3	2
CC1(Oc2cccnc2Cl)CCN(Cc2ccc(OC(F)(F)F)cc2)C1 (stereo unspecified)	7	1	0	-8	5	0	0	3	-1	.
CN(CCOc1ccc(Cl)cc1)C(=O)CN1C(=O)NC2(CCCCC2)C1=O	-5	3	-2	6	3	2	-3	-6	-4	0
COCCCN(CC(=O)O)S(=O)(=O)c1cccc(Cl)c1	-3	4	4	4	3	-2	1	-12	-6	5

Screening data (PubChem BioAssay)
